Assay outcomes deposited in PubChem BioAssay by National Center for Advancing Translational Sciences (NCATS).
IMPase Li inh: qHTS Assay for Identifying the Cell-Membrane Permeable IMPase Inhibitors: Potentiation with Lithium; AID 1457, 2008; 210,000 compounds, 0.35% hits; Potency, µM (highest dose often 59.4 µM), without a hit: at the top dose activity, negative = IMPase inhibition, hits mostly inhibitors; CHO-M1 cells, IP1 TR-FRET (IP-One), carbachol + lithium;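 further: IP1 builds up when IMPase is blocked and the TR-FRET signal falls; plate controls were basal vehicle for no effect and high inhibitor control for full effect; nearly all actives have a fitted effect of over 50% in size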
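CHO-M1, 2000 cells/well, 16–30 h culture; cpd + low Li+, 30 min 37C; lysis with d2-IP1/Eu-anti-IP1 Ab, 10 min RT; TR-FRET 665/620 ratio and 620 channel; AC50 via Hill.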
GAA inh: qHTS Assay for Inhibitors of Human alpha-Glucosidase as a Potential Chaperone Treatment of Pompe Disease; Potency, µM (titrated, usually from 76.9 µM), inactives show at the top dose activity change, negative = inhibition, usual class: inhibitors; purified human GAA, 4-MU-alpha-glucoside fluorescence; AID 1466, 2008; Lysosomal alpha-glucosidase (Homo sapiens), P10253; 200,000 compounds, 0.005% hits;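 further: plate controls were uninhibited enzyme wells for no effect and no-enzyme background for full effect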
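Activity normalized between no-enzyme (basal) and enzyme-only wells. Conditions: 4 nM human enzyme, 400 uM fluorogenic substrate, citrate/phosphate pH 5.0 with Tween-20, 20 min room temperature, compounds up to 77 uM.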
HTT ATP protect: qHTS Multiplex Assay to Identify Dual Action Probes in a Cell Model of Huntington: Cytoprotection (ATP) | 230,000 compounds, 0.14% hits | PC12 HTT-Q103 induced, cytoprotection, ATP luminescence, 40 h | Potency, µM (titrated, usually from 56.4 µM), for inactives: cytoprotection (ATP increase), usual class: activators;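 further: % of control where 0% means no effect; nearly all actives have a fitted effect of over 45% in size; toxic huntingtin expression switched on by the ecdysone agonist tebufenozide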
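ATP quantification (ATPlite) reports survival of PC12 cells in which tebufenozide, 100 nM final, switches on Htt exon 1 with 103 glutamines linked to GFP; compounds are titrated.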
RGS12 GoLoco inh: qHTS Assay for Inhibitors of RGS12 GoLoco Motif Activity (Red Fluorophore) | Guanine nucleotide-binding protein G(i) subunit alpha-1 (Homo sapiens), P63096 | Gai1:RGS12 GoLoco peptide FP, rhodamine, 10 min | Potency, µM (titrated, usually from 61.6 µM), for inactives: at the top dose activity, negative = inhibition, actives largely listed as inhibitors | 230,000 compounds, 0.44% hits; active means well fitted inhibition curve with a large enough effect, not every such curve was filed as active; inactive means no such curve, though single readings can be large or run the other way; further: on the % scale 0 is the no-effect control and ±100 the full control effect; nearly all actives have a fitted effect of over 30% in size; many of its hits are not listed in these tables
Target sequence (P63096 whole entry, looked up): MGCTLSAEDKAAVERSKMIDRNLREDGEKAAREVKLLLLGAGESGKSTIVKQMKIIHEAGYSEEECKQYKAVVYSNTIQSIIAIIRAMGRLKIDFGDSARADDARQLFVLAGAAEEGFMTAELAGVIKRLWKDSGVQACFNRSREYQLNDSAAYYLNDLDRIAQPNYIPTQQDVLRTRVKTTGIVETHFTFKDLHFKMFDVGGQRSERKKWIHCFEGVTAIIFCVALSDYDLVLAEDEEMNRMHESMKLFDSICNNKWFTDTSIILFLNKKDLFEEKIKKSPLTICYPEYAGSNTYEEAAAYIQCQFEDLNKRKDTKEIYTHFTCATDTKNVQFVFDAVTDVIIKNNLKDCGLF
GAA glycogen mod: qHTS Assay for Inhibitors and Activators of Human alpha-Glucosidase Cleavage of Glycogen | Lysosomal alpha-glucosidase (Homo sapiens), P10253 | recombinant GAA, glycogen substrate, Amplex Red glucose oxidase fluorescence | Potency, µM (top dose mostly 76.4 µM), for the others: top-dose activity change, negative = inhibition, actives largely listed as inhibitors | 300,000 compounds, 0.38% hits | AID 2100, 2009;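 further: 0% = full enzyme reaction and -100% = no-enzyme basal signal; the screen sought inhibitors and activators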
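qHTS, 1536-well; enzyme 4 nM final; cpd up to 77 uM; substrate bovine liver glycogen 30 ug; 50 mM citrate/phosphate pH 5.0, 0.01% Tween-20; 37 C, 40 min; Amplex Red detection 45 min RT; Hill fit → AC50.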
aGlu spleen mod: qHTS Assay for Inhibitors and Activators of Human alpha-Glucosidase From Spleen Homogenate; Lysosomal alpha-glucosidase (Homo sapiens), P10253; AID 2112, 2009; human spleen homogenate, 4-MU-alpha-glucoside fluorescence; 240,000 compounds, 0.006% hits; Potency, µM (doses to about 79.9 µM), without a hit: at the highest dose activity change, negative = inhibition, usual class: inhibitors;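 further: 0% = enzyme with vehicle and -100% = no enzyme basal signal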
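AC50 values come from Hill-equation fits of concentration-response data, normalized to no-enzyme and full-activity controls. Enzyme source: 1 ug human spleen homogenate; 1 mM fluorogenic 4-MU glucoside, pH 5.0 citrate buffer, 37 C, 40 min.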
HttQ103 aggreg: qHTS Multiplex Assay to Identify Dual Action Probes in a Cell Model of Huntington: Aggregate Formation (GFP); PC12 HttQ103-GFP aggregates, Acumen cytometry, 40 h; Potency, µM (series often up to 46.1 µM), inactives show at the top dose activity change, negative = inhibition, hits mostly inhibitors; 220,000 compounds, 1.1% hits; further: on the % scale 0 is the no-effect control and ±100 the full control effect; nearly all actives have a fitted effect of over 60% in size
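Using laser scanning cytometry, GFP-positive aggregates were counted after lysis of PC12 cells induced with 100 nM tebufenozide to express HTT exon 1 Q103–GFP. Compounds were tested in titration.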
* hit, by the source's call; ? = inconclusive; / = no result given; & = joins results of further samples; [ ] = dose if it differs, or a comment. Unless noted, the call rests on the fitted dose curve; in most records, active means well fitted curve in the direction sought with a large enough effect; inconclusive means small, poorly fitted or top-dose-only effect, or another doubt; inactive means no such curve, though single readings can be large; an effect the other way counts as inactive or inconclusive. Potency means the concentration at half of the fitted maximal effect. A portion of the library. The share of hits here may be higher or lower than overall.

SMILES | IMPase Li inh | GAA inh | HTT ATP protect | RGS12 GoLoco inh | GAA glycogen mod | aGlu spleen mod | HttQ103 aggreg
CCN1C(=O)/C(=C2/C(=O)N3c4c(cc(OC(C)=O)cc42)C(C)=CC3(C)C)SC1=S | -3% | -1% | / | 6% | -4% | -19% | 8%
Cc1cc(Cl)ccc1OCc1cn2cccnc2n1 | 11% | -1% | -10%[10 µM] | -6% | 7% | -3% | -21%
O=S(=O)(c1ccccc1)N1CCN=C1SCc1ccccc1 | 14% | -8% | -63%[inhibitor] | -1% | -3% | -1% | -3%
COc1cc(/C=N/Nc2nc3ccccc3[nH]c2=O)ccc1O | 23% | -7% | -60%[inhibitor] | 1% | ? | / | -4%
CCN(CC)CCCN1C(=O)C(=O)/C(=C(/O)c2ccccc2)C1c1cc(OC)ccc1OC (centres undefined) | / | 5% | -2% | / | 9% | 1% | 6%
Cc1ccc(SCc2cc(=O)[nH]c(Nc3nc(C)c4cccc(C)c4n3)n2)cc1 | 7%[38.3 µM] | 9% | -22% | 5% | 0% | -5% | 14%
CC(C)n1cc(NC(=O)c2cc(-c3ccccc3)on2)cn1 | -3%[38.3 µM] | -10% | -82%[inhibitor] | -10% | 13% | -5% | 5%
Nn1c(SC/C=C/c2ccccc2)nnc1-c1ccccn1 | -13%[38.3 µM] | -2% | -25%[0.074 µM] | 1% | -1% | 5% | -14%
Cc1c(/C=N/O)c2ccccn2c1C=O | 1% | -1% | -34%[inhibitor] | 1% | -8% | -2% | -8%
COC(=O)C1=C(C)N(CCc2ccc(OC)c(OC)c2)C(=O)/C1=C\c1ccc(O)cc1 | 4% | -4% | 21%[10 µM] | -17% | -27% | -6% | ?
Cc1ccccc1/C=C/C(=O)NCC(=O)N1CCC(N(C)C2CCCCC2C)CC1 (centres undefined) | 14% | -1% | -30% | 2% | -7% | 0% | 5%
O=C(CN1CCC(O)CC1)N1c2ccccc2C=Cc2ccccc21 | 27%[38.3 µM] | -3% | 3%[10 µM] | 2% | 10% | -3% | 15%
O=c1nc2ccccc2c2n1C[C@H](CN1CCN(c3ccccc3)CC1)N2 | 5% | / | -31%[inhibitor][1.9 µM] | 0% | / | 1% | /
NCCCC(N)CC(=O)NCC1NC(=O)C(CO)NC(=O)C(N)CNC(=O)C(C2CCN=C(N)N2)NC(=O)/C(=C\NC(N)=O)NC1=O (centres undefined) | 6% | / | -79%[inhibitor] | 4% | / | -11% | /
COc1ccc(C(C)(C)C)cc1NC(=O)c1ccoc1C | 16%[38.3 µM] | -4% | -7% | 12% | -6% | -8% | 4%
CCOC(=O)N1CCN(S(=O)(=O)c2ccc(C(=O)Nc3nnc(CSC)o3)cc2)CC1 | -6% | 0% | 0%[10 µM] | 14% | 14% | -5% | -15%
O=C1C=C(NCc2ccco2)CC(c2ccc(Cl)cc2)C1 (centres undefined) | 16%[38.3 µM] | 3% | -20% | 8% | 3% | -9% | -14%
COC(=O)c1ccccc1NC=C1C(=O)OC2(CCCCC2)OC1=O | 17%[38.3 µM] | 3% | -19% | 3% | -4% | -1% | 18%
CC/C(=N\NC(=O)OC)c1ccc(OC(F)F)cc1 | -3% | -11% | -32% | 0% | 5% | -5% | -13%
CN(Cc1ccccc1)c1ccc([N+](=O)[O-])cc1C(=O)O | 2% | 7% | -9% | 3% | -7% | 4% | 9%
Cc1ccc(NC(=O)NC(=O)N(C(C)C)S(C)(=O)=O)nc1 | -7% | 1% | 9%[10 µM] | -4% | 8% | -8% | 7%
Nc1[nH]nc2nc(-c3ccccc3)[nH]c(=O)c12 | / | 6% | 2%[10 µM] | 4% | -2% | 3% | -21%[9.22 µM]
OC1CCCN(Cc2cccc3ccccc23)C1 (centres undefined) | 26%[38.3 µM] | -29% | -2%[10 µM] | 13% | 3% | -1% | -17%
COC(=O)c1cc2c(cc1Cl)SC(=NCCCN1CCOCC1)NS2(=O)=O | 23%[38.3 µM] | 5% | 24%[10 µM] | 7% | 1% | -15% | -6%
Nc1nonc1C(=O)NCCNc1ccc([N+](=O)[O-])cc1 | / | -1%[15.4 µM] | -6%[10 µM] | 7% | 5% | -8% | -6%[9.22 µM]
Continued:
SMILES | IMPase Li inh | GAA inh | HTT ATP protect | RGS12 GoLoco inh | GAA glycogen mod | aGlu spleen mod | HttQ103 aggreg
COc1ccc(C)cc1NC(=O)Nc1cccc(C)c1 | 3% | / | -12%[10 µM] | -4% | -8% | 2% | -9%[9.22 µM]
CCC(C)NS(=O)(=O)c1ccc(S(=O)(=O)Nc2cc3c(cc2C(C)=O)OCO3)cc1 (centres undefined) | 0%[38.3 µM] | -5% | ? | -9% | -6% | -2% | 13µM*
O=C(CN1CCC(n2nnc3cc(F)ccc32)CC1)NCCc1ccccc1 | -1% | -6% | 4%[10 µM] | 2% | 2% | -4% | 12%
CCn1c(C)nc2cc(C(=O)NNC(=O)c3ccc(Cl)nc3)ccc21 | 0% | -9% | -2% | 16% | 4% | 4% | 17%
CCCCCOC(=O)c1ccccc1C(=O)O | -10%[38.3 µM] | 0% | -2%[0.074 µM] | -2% | 13% | 2% | -3%
O=C(/C(=N/N=C/c1ccc(O)c(O)c1O)c1ccccc1)c1ccccc1 | -8% | -8% | 17%[0.074 µM] | 7% | -6% | -3% | -13%
COC(=O)c1cccnc1-n1c(=O)c2cccnc2n(Cc2cccc([N+](=O)[O-])c2)c1=O | 3% | 4% | -29% | -6% | -1% | -2% | 5%
O=C(CCC(=O)Nc1nnc(C2CCCCC2)s1)NCc1cccs1 | 14µM* | -3% | -21% | -4% | 3% | -1% | 15%
COC(=O)c1ccc(C(=O)Nc2cc(Cl)ccc2Cl)cc1NC(=O)c1ccccc1C | ? | 11% | 2%[10 µM] | 2% | 6% | -8% | -20%
Cc1noc(C)c1C(=O)NCCC1=CCCCC1 | 15%[38.3 µM] | 2% | -22%[0.074 µM] | 5% | 3% | -6% | -22%
COc1cc2c(cc1OC)OC(C)(C)C=C2 | 17% | / | -31%[inhibitor] | -1% | / | 6% | /
COC(=O)Cc1nc2ccccc2[nH]1 | 5%[38.3 µM] | -4% | 0%[10 µM] | 12% | -9% | 3% | -1%
CCCCCCS(=O)[C@H]1CS(=O)(=O)C[C@@H]1S(=O)CCCCCC (some centres undefined) | 7%[38.3 µM] | 2% | -1%[0.074 µM] | -3% | 7% | 4% | 24%
O=C(CN1CCCCC1)Nc1ccccc1Oc1ccccc1 | / | / | 17%[10 µM] | 2% | -17% | 0% | -12%[9.22 µM]
CCOC(=O)c1c(C)n(-c2ccccc2)c2ccc(O)c(CN(C)C)c12 | 6% | -8% | -34%[inhibitor] | 5% | -4% | -10% | 10%
N#C/C(=C\c1ccc(-c2ccc(S(=O)(=O)N3CCOCC3)cc2)o1)C(=O)NC1CC1 | 5% | ? | 8%[10 µM] | 12% | -16% | -18% | 19%
Cc1nc2ccccc2c2oc(C(=O)NCc3ccc4c(c3)OCO4)cc12 | 25%[38.3 µM] | -3% | -13% | 12% | 11% | -15% | ?
Nc1c2c(nc3ccccc13)N(c1ccccc1)CC2 | 37%[38.3 µM] | ? | -9%[10 µM] | 6% | 11% | 3% | -5%
Cc1cc2nc(-c3ccc(SCC(=O)N4CCN(C(=O)c5ccco5)CC4)nc3)[nH]c2cc1C | 23%[38.3 µM] | -6% | -85%[inhibitor][10 µM] | 79%[activator] | ? | -8% | -26%
CC(C)Cn1cnc2c(Sc3c([N+](=O)[O-])ncn3C)nc(N)nc21 | 3% | / | -18%[10 µM] | 2%[14.2 µM] | / | / | /
CCCCn1c(SCC(=O)Nc2ccc3c(c2)CCC3)nc2ccccc2c1=O | 2% | 5% | -6%[10 µM] | -3% | -2% | 5% | 16%
O/N=C/C1=C(Cl)c2ccccc2CC1 | -4% | 11% | -40%[inhibitor][1.9 µM] | 10% | 15% | -4% | 18%[9.22 µM]
Cc1ccc(NC(=O)/C(=C/c2cccs2)NC(=O)c2ccco2)cc1 | 4% | -3% | 3%[10 µM] | 4% | -1% | 5% | 13%
CCCNC(=O)c1c(O)c2c([nH]c1=O)CCCC2 | 11% | 6% | -2%[10 µM] | 11% | -7% | -3% | -4%[9.22 µM]
O=C(Nc1ccc(Cl)c(Cl)c1)c1ccc(Cn2c(=O)[nH]c3ccsc3c2=O)cc1 | 0% | ? | / | 0% | 3% | 3% | 5%
(cont.)
SMILES | IMPase Li inh | GAA inh | HTT ATP protect | RGS12 GoLoco inh | GAA glycogen mod | aGlu spleen mod | HttQ103 aggreg
OCCNc1nc2ccc(Cl)cc2[nH]1 | 6% | -3% | 7%[10 µM] | -7% | 9% | -4% | -14%
COc1ccc(-n2cc(CNCCCn3ccnc3)c(-c3cccc(F)c3)n2)cc1 | 7% | 0% | -26%[10 µM] | 11% | -9% | -1% | 1%[9.22 µM]
COCCn1cc(C(=O)N2CCC(C)CC2)c2c3ccccc3n(C)c2c1=O | -11%[38.3 µM] | ? | -25% | -3% | 4% | 21% | 30%
CCOC(=O)C1(CCOc2ccccc2)CCN(C(=O)c2ccc(-n3cccn3)cc2)CC1 | 11% | / | -16%[10 µM] | 2% | -11% | 3% | -8%[9.22 µM]
Cc1ccc(OCC(=O)Nc2ccc(N3CCN(S(C)(=O)=O)CC3)cc2)cc1 | -2% | 6% | 8%[10 µM] | 8% | 1% | 1% | 17%[9.22 µM]
COc1cc(NC(=O)CSc2ccccc2)c(C(=O)O)cc1OC | 1% | -7% | -4%[10 µM] | 2% | -4% | -8% | -17%
COc1ccc2c(c1)C(=O)[C@H](O)[C@@H](c1ccc(OC)c(Br)c1)O2 | 6%&6% | -3%[15.4 µM] | -99% | 0%&2% | 0% | 1%&4% | ?

Part of the list above, reformatted:
Second line of a record: IMPase Li inh	GAA inh	HTT ATP protect	RGS12 GoLoco inh	GAA glycogen mod	aGlu spleen mod	HttQ103 aggreg
O=C(/C(=N/N=C/c1ccc(O)c(O)c1O)c1ccccc1)c1ccccc1
 : -8%	-8%	17%[0.074 µM]	7%	-6%	-3%	-13%
COC(=O)c1cccnc1-n1c(=O)c2cccnc2n(Cc2cccc([N+](=O)[O-])c2)c1=O
 : 3%	4%	-29%	-6%	-1%	-2%	5%
